APEX1 inh – qHTS Assay for Inhibitors of the Human Apurinic/apyrimidinic Endonuclease 1 (APE1) | DNA repair nuclease/redox regulator APEX1 (Homo sapiens), P27695 | recombinant APE1, TAMRA/BHQ-2 abasic DNA cleavage fluorescence | Potency, µM (top dose mostly 65.8 µM), without a hit: at the top dose activity change, negative = inhibition, actives largely listed as inhibitors | 0.35% of 350,000 active | AID 2517, 2012;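 also: potency is read from the fitted curve at half-maximal effect; plate controls were vehicle for no effect and reference inhibitor for full effect; nearly all actives have a fitted effect of over 55% in size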
Target sequence (P27695 whole entry, looked up): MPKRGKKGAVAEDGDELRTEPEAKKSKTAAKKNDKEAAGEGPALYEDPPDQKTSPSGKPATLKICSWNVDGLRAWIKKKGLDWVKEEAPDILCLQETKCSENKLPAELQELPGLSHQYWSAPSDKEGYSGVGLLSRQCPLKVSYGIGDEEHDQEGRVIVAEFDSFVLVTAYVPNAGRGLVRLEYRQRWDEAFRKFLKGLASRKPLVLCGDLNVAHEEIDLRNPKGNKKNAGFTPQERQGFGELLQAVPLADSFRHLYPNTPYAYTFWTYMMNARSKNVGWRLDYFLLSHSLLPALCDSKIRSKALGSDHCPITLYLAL
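APE1 at 0.75 nM preincubated 15 min at room temperature with compound. Reaction then started with 50 nM double-stranded THF-abasic substrate labelled with TAMRA/BHQ-2, and 525/598 nm fluorescence read kinetically. Activity taken as third-minus-first read difference, normalized to DMSO and NSC13755 controls.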
Pol beta inh – qHTS Assay for Inhibitors of DNA Polymerase Beta; Pol beta primer extension/strand displacement, fluorescence kinetic; Potency, µM (top dose mostly 114 µM), inactives show at the top dose activity change, negative = inhibition, most hits filed as inhibitors; 1.3% of 340,000 active; AID 485314, 2010; also: potency is read from the fitted curve at half-maximal effect; % is scaled to controls: 0 for no effect and ±100 for the full control effect
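Values derive from four-parameter Hill fits of normalized kinetic data: reads at 0 and 10 min following addition of 50 nM substrate to 10 nM Pol beta preincubated 15 min with compound.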
POLK inh – qHTS for Inhibitors of Polymerase Kappa | DNA polymerase kappa (Homo sapiens), Q9UBT6 | purified Pol kappa, fluorescent DNA synthesis assay, 10 min | Potency, µM (top dose mostly 107 µM), for the others: at the highest dose activity, negative = inhibition, most hits filed as inhibitors | 0.53% of 400,000 active; also: potency is read from the fitted curve at half-maximal effect; % is scaled to controls: 0 for no effect and ±100 for the full control effect
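Here, compound and 10 nM enzyme are combined for 15 min at room temperature; adding 50 nM substrate (final) starts DNA synthesis, tracked by fluorescence at 0 and 10 min against buffer-only wells.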
LDHA block – qHTS assay for inhibitors of human lactate dehydrogenase. activity change, % (values are at about 110 or 230 µM). purified LDHA, NADH/diaphorase-resazurin fluorescence; stronger effect = lower value. 0.15% of 480,000 active. AID 1347041, 2019; in the data active = activity change below about -30%; inconclusive = mostly about -25% to -30%;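 also: plate controls were DMSO wells for no effect and wells without enzyme for full effect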
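LDH5 2 nM; NADH 0.06 mM, pyruvate 0.2 mM; 200 mM Tris pH 7.4, EDTA, Tween-20; 5 min RT. Detection: diaphorase 0.133 mg/mL + resazurin 37 µM, fluorescence ex540/em590 at 0 and 20 min; normalized to enzyme-free and DMSO wells.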
12-LOX inh – Primary qHTS assay for inhibitors of human arachidonate 12S-lipoxygenase (ALOX12): Round 2 | Polyunsaturated fatty acid lipoxygenase ALOX12 (Homo sapiens), P18054 | purified 12hLO, xylenol orange hydroperoxide absorbance | Potency, µM (highest dose often 108 µM), for the others: top-dose activity change, negative = inhibition, hits mostly inhibitors | 1.1% of 580,000 active; also: potency is read from the fitted curve at half-maximal effect; % is scaled to controls: 0 for no effect and ±100 for the full control effect
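Purified human 12hLO (150 nM final) in 25 mM Hepes, 0.01% Triton X-100, pH 7.0 was preincubated 15 min at room temperature with compound. Then 40 uM arachidonic acid was added, 30 min. Hydroperoxide was read by Fe-XO absorbance ratio 573/405 nm.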
Anesthetic bind – qHTS Assay for Identification of Novel General Anesthetics | Ferritin light chain (Equus caballus), P02791 | apoferritin/1-aminoanthracene competitive binding, fluorescence | Potency, µM (highest dose often 77.5 µM), inactives show top-dose activity change, negative = displacement, hits mostly inhibitors | 0.074% of 350,000 active; also: potency is read from the fitted curve at half-maximal effect; % is scaled to controls: 0 for no effect and ±100 for the full control effect; nearly all actives have a fitted effect of over 20% in size
Target sequence (P02791 2-175 limits assumed): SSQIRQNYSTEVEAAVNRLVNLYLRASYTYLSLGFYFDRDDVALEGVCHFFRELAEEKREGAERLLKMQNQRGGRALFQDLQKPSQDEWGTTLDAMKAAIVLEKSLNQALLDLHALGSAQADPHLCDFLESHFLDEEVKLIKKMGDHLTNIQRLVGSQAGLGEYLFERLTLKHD
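Probe: 1-aminoanthracene (50% saturated, PBS). Protein: horse-spleen apoferritin, 10 uM. Incubation: 10 min, room temperature. Detection: 380 nm excitation, 535 nm emission. Analysis: normalized response, four-parameter Hill.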
RGS4 inh – Inhibitors of Regulator of G Protein Signaling (RGS) 4: qHTS. Regulator of G-protein signaling 4 (Homo sapiens), P49798. Transcreener GDP fluorescence polarization, RGS4-accelerated GTP hydrolysis. Potency, µM (titrated, usually from 114 µM), inactives show at the top dose activity change, negative = inhibition, hits mostly inhibitors. 0.039% of 390,000 active; also: potency is read from the fitted curve at half-maximal effect; % is scaled to controls: 0 for no effect and ±100 for the full control effect; nearly all actives have a fitted effect of over 75% in size; some results filed as inactive show a strong effect at the top dose
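MLSMR compounds (23 nl, pin-transferred) preincubated 10 min at room temperature with a 500nM (2x) first reagent, then RGS4 at 900nM (2x) plus Transcreener GDP mix added; fluorescence polarization (620/688 nm) read before and after 90 min at 30 °C.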
ERG Ets-DNA blk – qHTS for Small Molecule Inhibitors of the ERG Ets/DNA interaction; 0.028% of 370,000 active; Potency, µM (doses to about 76.9 µM), inactives show top-dose FP activity, negative = inhibition, actives largely listed as inhibitors; fluorescence polarization, His-ERG Ets domain / labelled DNA; Transcriptional regulator ERG (Homo sapiens), P11308; active = well fitted inhibition curve with a large enough effect in the polarisation, with a control signal flat; inconclusive = small, poorly fitted or top-dose-only effect, or effect the other way, or a change in a side signal; inactive = no such curve, though single readings can be large or run the other way; the % refers to the polarisation;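 also: polarization taken with two DNA probes labelled with fluorescein and Texas red; potency is read from the fitted curve at half-maximal effect; % of control where 0% means no effect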
Target sequence (P11308 whole entry, looked up, the tested form may be a part): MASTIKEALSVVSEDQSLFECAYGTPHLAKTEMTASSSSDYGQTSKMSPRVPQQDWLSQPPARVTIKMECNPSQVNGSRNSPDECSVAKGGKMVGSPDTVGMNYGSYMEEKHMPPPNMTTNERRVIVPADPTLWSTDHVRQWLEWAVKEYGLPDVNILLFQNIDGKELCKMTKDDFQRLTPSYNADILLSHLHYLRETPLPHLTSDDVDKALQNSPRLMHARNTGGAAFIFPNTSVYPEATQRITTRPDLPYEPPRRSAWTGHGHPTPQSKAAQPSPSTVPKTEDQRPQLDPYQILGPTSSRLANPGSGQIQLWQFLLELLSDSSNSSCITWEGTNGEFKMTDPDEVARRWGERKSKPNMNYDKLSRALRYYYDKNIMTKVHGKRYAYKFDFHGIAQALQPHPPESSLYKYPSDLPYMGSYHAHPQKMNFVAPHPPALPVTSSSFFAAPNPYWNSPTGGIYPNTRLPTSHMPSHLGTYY
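His-tagged ERG Ets domain (1 uM in the protein solution; 300mM KCl, 50mM Tris-HCl, 1mM EDTA, 1mM DTT, pH 7.5) received compound, then a probe mix of 5 nM fluorescein-DNA and 100nM Texas-615-DNA. Fluorescence polarization was read for both dyes.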
Pol eta inh – qHTS for Inhibitors of Polymerase Eta | Potency, µM (top dose mostly 114 µM), inactives show at the top dose activity change, negative = inhibition, hits mostly inhibitors | 1.2% of 390,000 active | AID 588591, 2011 | DNA polymerase eta (Homo sapiens), Q9Y253 | recombinant Pol eta, fluorescent DNA replication assay; also: potency is read from the fitted curve at half-maximal effect; % is scaled to controls: 0 for no effect and ±100 for the full control effect
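Pol eta (10 nM) was preincubated with compounds for 15 min at room temperature, after which fluorescent replication substrate (50 nM final) was added to start the reaction. Fluorescence was read kinetically at 0 and 10 min.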
* = called active by the depositor; ? = inconclusive; / = no result given; & = joins results of further samples; [ ] = dose if it differs, or a comment. Unless noted, calls follow the shape of the dose curve; as a rule, active = well fitted curve in the direction sought with a large enough effect; inconclusive = small, poorly fitted or top-dose-only effect, or another doubt; inactive = no such curve, though single readings can be large; an effect the other way counts as inactive or inconclusive. Only part of the results is shown (hit frequency here may not be typical).

SMILES | APEX1 inh | Pol beta inh | POLK inh | LDHA block | 12-LOX inh | Anesthetic bind | RGS4 inh | ERG Ets-DNA blk | Pol eta inh
CCOC(=O)N1CCc2c(sc(NCc3cccs3)c2C(=O)Nc2ccc(OC)cc2OC)C1 | / | 3% | -27%[60.1 µM] | 28 | ? | -19% | ? | -2% | -16%
COc1cc(/C=N/NC(=O)c2ccncc2)ccc1OCC(=O)Nc1cccc([N+](=O)[O-])c1 | -6%[12.4 µM] | 52% | -6% | -3 | -10% | 1% | -31% | -2% | ?
Cc1nc(-c2ccc(C(=O)Nc3cccc(Br)c3)cc2)cs1 | -8% | 32µM* | -13% | -2 | -28% | -14% | -36% | -6% | -17%
CC1CCCC(C)N1C(=O)COc1ccccc1F (centres undefined) | -7% | -1% | -13% | -5 | 23% | ? | -10% | -6% | -5%
Cc1ccc2nc3c(c(C(=O)OC4CCOC4=O)c2c1)CCCC3 (centres undefined) | -3% | 10% | -3% | -1 | -14% | -9% | -24% | ? | -10%
COc1ccc(OC)c(C(=O)c2coc3ccc(O)c(CN(C)C)c23)c1 | -4% | 64% | 0% | 2 | ? | -5% | 8% | -1% | -17%
N#Cc1cn(CCCOc2ccccc2)c2ccccc12 | -9% | -16% | -1% | -1 | 0% | -4% | 7% | 2% | -13%
CCOC(=O)c1c(NC(C)=O)sc(C(=O)NC2CCCC2)c1C | 15% | 6% | 4% | -9 | 3% | -3% | 6% | -4% | -10%
CCN1CCN(C(=O)Cn2nc(C)c3sc4ccccc4c3c2=O)CC1 | 3% | 33% | 1% | -6 | -6% | -7% | 11%[11.4 µM] | 0% | 0%
COc1ccc([C@@H]2[C@@H]3C(=O)N(C(C)(C)C)C(=O)[C@@H]3[C@]3(Cc4ccc(Cl)cc4)C(=O)N(c4cccc(F)c4)C(=O)N23)cc1 | -22% | / | 3% | -2 | -30% | / | -9% | 4% | -28%
O=C(c1cccc(F)c1)N1CCCC(C(=O)N2CCCCCC2)C1 (centres undefined) | 0% | 15% | 4% | -3 | 70%[activator] | 34%[activator] | -11% | 8% | -14%
O=C(NCc1ccccc1Cl)c1ccc(CS(=O)Cc2ccc(Cl)cc2)o1 (centres undefined) | 14% | 2% | -4% | -4 | 1% | 51%[activator] | 4% | -1% | ?
CCN1CCN(c2ncc(C(=O)Nc3ccccc3C(=O)OC)c3ccccc23)CC1 | -2% | 28% | -18% | -1 | -25% | -17% | -9% | 6% | -11%
Cc1[nH]c2ccccc2c1-c1ccc(Cl)nn1 | -6% | -23% | 6% | -9 | -22% | -6% | 38% | -2% | -18%
COc1ccc(/C=N/OCC(=O)N=Nc2c(O)[nH]c3ccc(Br)cc23)cc1OC | -8% | ? | -9% | -6 | -2% | -16% | ? | -2% | -23%
CC1CCCC(C)N1C(=O)Cn1nnc(-c2ccccc2)n1 (centres undefined) | 18% | 60% | -14% | -18 | -2% | -12% | 44% | -14% | -6%
N#CC1(c2ccccc2)CCC(=O)N1c1ccccc1 (centres undefined) | 1% | 13% | -19% | -9 | ? | -8% | -7% | -2% | -9%
COc1ccc(-c2nc3ccccc3n3c(-c4ccccc4)c4c(=O)n(C)c(=O)n(C)c4c23)cc1OC | / | 16% | -15% | -15 | ? | 12% | 20% | 0% | -11%
C#CCN1C(=O)S/C(=C/c2cc(C)n(CC)c2C)C1=O | 1% | 6%[57.1 µM] | -18% | -2 | -25% | -1% | 9% | -4% | ?
Cc1ccc(NC(=O)c2cccc(N(C)C)c2)cc1NC(=O)c1ccc(O)cc1 | -2%&-3%&-3% | / | 3%&6%&-9%[19.4 µM] | / | 0% | -13%&-18% | -110%[56.9 µM] | / | /
CCN(C(=O)COC(=O)c1cc([N+](=O)[O-])ccc1N1CCCCC1)C1CCS(=O)(=O)C1 (centres undefined) | -2% | 0% | -19% | -4 | -1% | -13% | 4% | -3% | -7%
CC(=O)c1cccc(NC(=S)Nc2cccc3ccccc23)c1 | 24% | 11% | -3% | 5 | -30% | -16% | -40% | -2% | -19%
Cc1ccc(NC(=O)CCNS(=O)(=O)c2ccc(Br)cc2)cc1S(=O)(=O)N1CCOCC1 | 25% | / | -5% | -2 | ? | / | -14% | -3% | -21%
CCN(Cc1ccccc1)S(=O)(=O)c1ccc(F)cc1 | 14% | -6% | -19% | 0 | 3% | -12% | -3% | 12% | -3%
CC(=O)NCCOc1c(C)cc(S(N)(=O)=O)cc1C | 19% | 2% | -6% | -2 | 9% | -5% | 18% | -3% | 2%
NC(=O)NC(=O)COC(=O)/C=C/c1cccc(Br)c1 | 1% | -26% | -11% | -18 | -3% | -2% | 0% | -3% | -15%
NCCc1nnc(SCc2ccccc2)o1 | -1% | 2% | -3% | -9 | 0% | ? | -24% | 2% | -19%
Cc1ccc(CNc2ccc3c(c2)ncn3C)cc1 | 13% | 34% | -4%[60.1 µM] | 20 | -9% | 1% | -24% | / | -3%
O=C(Nc1cc(S(=O)(=O)N2CCOCC2)ccc1O)c1ccco1 | ? | 23% | -9% | -4 | ? | -5% | -49% | 11% | 4%
COC(=O)c1sccc1S(=O)(=O)N(CC(=O)Nc1ccccc1C)c1ccc(Cl)cc1 | / | -25% | -20% | -5 | -11% | ? | -11% | -1% | -10%

As entered above:
RGS4 inh with `COC(=O)c1sccc1S(=O)(=O)N(CC(=O)Nc1ccccc1C)c1ccc(Cl)cc1` reads -11%
Pol eta inh with `Cc1ccc(NC(=O)CCNS(=O)(=O)c2ccc(Br)cc2)cc1S(=O)(=O)N1CCOCC1` reads -21%

Going on with the list.
SMILES | APEX1 inh | Pol beta inh | POLK inh | LDHA block | 12-LOX inh | Anesthetic bind | RGS4 inh | ERG Ets-DNA blk | Pol eta inh
COc1ccccc1N1CCN(C(=O)c2cc(-c3ccc(Br)cc3)on2)CC1 | -4% | -3% | -22% | -6 | 23% | -4% | 8% | -2% | -7%
O=C(c1cc(-c2ccccc2)on1)N1CCCCCC1 | 17% | -8% | -2% | -5 | 0% | 6% | 19% | 18% | -10%
Cc1ccc(-c2nc(CS(=O)CC(=O)NCCN3CCCCCC3)c(C)o2)cc1 (centres undefined) | -3% | -1% | 4% | -2 | ? | -9% | 3% | -5% | 0%
CCOc1ccccc1NC(=O)CCC(=O)Nc1ccc2nc(N3CCN(C)CC3)cc(C)c2c1 | -2% | 9% | -16% | -6 | 0% | -8% | 19% | -2% | -6%
Cc1cc(-n2c(C)cc(C(=O)CSc3nc4ccccc4c(=O)n3Cc3ccco3)c2C)no1 | -1% | -11% | -9% | 4 | 0% | 2% | 20% | -2% | 4%
NC(N)=NCCNS(=O)(=O)c1cccc2cnccc12 | -8%&4% | / | 16%[60.1 µM] | / | 9% | 8%&-13% | / | / | /
CCOc1ccc(N(CC)C(=O)CCNC(=O)Cn2ccc3ccccc3c2=O)cc1 | 0% | 3% | 3% | -4 | -20% | -6% | 7% | 7% | -13%
Cc1cc(C)cc(C(=O)N2CC(=O)Nc3ccc(Br)cc3C2c2ccccc2)c1 (centres undefined) | / | 16% | -14%[60.1 µM] | -4 | -15% | 0% | 10% | -7% | -13%
COCCCN(C(=O)CCOc1ccc(C)cc1)c1c(N)n(Cc2ccccc2)c(=O)[nH]c1=O | -4% | / | -7% | -10 | -19% | / | 13% | 8% | -1%
O=C(CC1OC(=O)c2ccccc21)Nc1cc(Cl)ccc1N1CCOCC1 (centres undefined) | 7% | / | -19% | -4 | 0% | / | 14% | 1% | -3%

A different layout for some results above.
The line under a structure holds: APEX1 inh	Pol beta inh	POLK inh	LDHA block	12-LOX inh	Anesthetic bind	RGS4 inh	ERG Ets-DNA blk	Pol eta inh
Cc1cc(-n2c(C)cc(C(=O)CSc3nc4ccccc4c(=O)n3Cc3ccco3)c2C)no1
  -1%	-11%	-9%	4	0%	2%	20%	-2%	4%
CCOc1ccccc1NC(=O)CCC(=O)Nc1ccc2nc(N3CCN(C)CC3)cc(C)c2c1
  -2%	9%	-16%	-6	0%	-8%	19%	-2%	-6%
O=C(c1cc(-c2ccccc2)on1)N1CCCCCC1
  17%	-8%	-2%	-5	0%	6%	19%	18%	-10%
NC(N)=NCCNS(=O)(=O)c1cccc2cnccc12
  -8%&4%	/	16%[60.1 µM]	/	9%	8%&-13%	/	/	/
Cc1ccc(-c2nc(CS(=O)CC(=O)NCCN3CCCCCC3)c(C)o2)cc1 (centres undefined)
  -3%	-1%	4%	-2	?	-9%	3%	-5%	0%
